Compound activity from PubChem BioAssay.
AmpC no deterg: qHTS Inhibitors of AmpC Beta-Lactamase (assay without detergent). P00811. AmpC nitrocefin hydrolysis, absorbance 480 nm, 0.0001% Triton. Potency, µM (doses to about 57.1 µM), for the others: at the top dose activity change, negative = inhibition, usual class: inhibitors. 330,000 tested, 0.52% active. AID 485341, 2010;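 also: potency is read from the fitted curve at half-maximal effect; plate controls were no compound for no effect and no enzyme for full effect; nearly all actives have a fitted effect of over 20% in size; some results filed as inactive show a strong effect at the top dose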
Target sequence (P00811 whole entry, looked up): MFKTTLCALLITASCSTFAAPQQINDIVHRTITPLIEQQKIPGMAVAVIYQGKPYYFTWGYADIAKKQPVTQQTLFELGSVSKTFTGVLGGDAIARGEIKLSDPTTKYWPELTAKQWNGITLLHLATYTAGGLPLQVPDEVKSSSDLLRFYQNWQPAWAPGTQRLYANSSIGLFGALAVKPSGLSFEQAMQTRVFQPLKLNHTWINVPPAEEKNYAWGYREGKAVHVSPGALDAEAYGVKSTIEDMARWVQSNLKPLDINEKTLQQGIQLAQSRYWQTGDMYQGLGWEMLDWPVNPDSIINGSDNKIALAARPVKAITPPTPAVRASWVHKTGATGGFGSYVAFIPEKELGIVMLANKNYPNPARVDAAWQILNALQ
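20 mM phosphate pH 7.0 + 0.01% (detergent screen) or 0.0001% Triton X-100; 5.3 nM AmpC reagent; cpd preinc 15 min RT; nitrocefin (800 uM stock) to start; A480 q20 s × 4 min; Activity was normalised to no-enzyme and no-compound control wells.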
AmpC detergent: qHTS Inhibitors of AmpC Beta-Lactamase (assay with detergent); 370,000 tested, 0.041% active; AID 485294, 2010; Potency, µM (series often up to 114 µM), without a hit: top-dose activity change, negative = inhibition, hits mostly inhibitors; AmpC hydrolysis of nitrocefin, absorbance 480 nm, 0.01% Triton; P00811;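 also: potency is read from the fitted curve at half-maximal effect; 0% = no-compound wells and -100% = no-enzyme wells; nearly all actives have a fitted effect of over 25% in size; some results filed as inactive show a strong effect at the top dose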
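AmpC (5.3 nM in the dispensed reagent) in 20 mM phosphate pH 7.0 with 0.01% (detergent screen) or 0.0001% Triton X-100 was preincubated with compounds for 15 min at room temperature. Nitrocefin was then added from an 800 uM solution, and hydrolysis was followed at 480 nm.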
HCMV antiviral: qHTS Assay for inhibitors of the human cytomegalovirus (HCMV). HFF cells, HCMV-luciferase reporter, 72 h; active compounds read low. activity change, negative = inhibition, % at 57.5 µM. 410,000 tested, 4.5% active. AID 1259415, 2018; in the data active = activity change below about -60%; inconclusive = no clear call, values can overlap the other calls; inactive = above about -39%
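HFF cells seeded 16 h at 37C, treated with compounds, infected with luciferase-reporter HCMV at MOI 1 PFU/cell; luciferase read at 72 h post infection, normalized to buffer-only and Salinomycin controls.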
Sm TGR inh: qHTS Assay for the Inhibitors of Schistosoma Mansoni Peroxiredoxins; Schistosoma mansoni thioredoxin glutathione reductase (TGR), Q962Y6; purified TGR, DTNB reduction, TNB absorbance 405 nm; Potency, µM (titrated, usually from 114 µM), inactives show top-dose activity change, negative = inhibition, usual class: inhibitors; 360,000 tested, 3% active; also: potency is read from the fitted curve at half-maximal effect; nearly all actives have a fitted effect of over 60% in size
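Kinetic colorimetric format: TGR-catalysed, NADPH-driven DTNB reduction monitored via TNB absorbance. Enzyme dispensed at 20 nM; compound exposure 15 min at room temperature before reaction start.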
LmPK inhibitor: qHTS Assay for Inhibitors of Leishmania Mexicana Pyruvate Kinase (LmPK); AID 1721, 2009; purified LmPK, Kinase-Glo ATP luminescence, 1 h; 290,000 tested, 0.37% active; Potency, µM (highest dose often 57.5 µM), for the others: at the top dose activity change, negative = inhibition, actives largely listed as inhibitors; Q27686; also: potency is read from the fitted curve at half-maximal effect
Target sequence (Q27686 whole entry, looked up): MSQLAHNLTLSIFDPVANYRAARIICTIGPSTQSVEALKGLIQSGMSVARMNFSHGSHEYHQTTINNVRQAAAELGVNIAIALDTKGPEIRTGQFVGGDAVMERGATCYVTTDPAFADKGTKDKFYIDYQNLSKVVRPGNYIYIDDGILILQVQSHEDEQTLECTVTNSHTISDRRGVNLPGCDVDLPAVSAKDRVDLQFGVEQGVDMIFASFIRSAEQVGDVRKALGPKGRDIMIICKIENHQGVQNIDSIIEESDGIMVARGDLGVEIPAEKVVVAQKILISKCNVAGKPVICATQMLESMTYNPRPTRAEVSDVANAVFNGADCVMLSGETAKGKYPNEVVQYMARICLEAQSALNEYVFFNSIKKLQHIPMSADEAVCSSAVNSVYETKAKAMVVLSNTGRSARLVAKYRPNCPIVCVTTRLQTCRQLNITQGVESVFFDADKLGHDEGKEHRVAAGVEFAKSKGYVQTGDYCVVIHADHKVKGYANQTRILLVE
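Purified LmPK (0.1 nM) converted ADP (0.1 mM) to ATP with PEP (0.5 mM) in imidazole buffer pH 7.2 with KCl and MgCl2, 1 h at room temperature. ATP was read by Kinase-Glo luminescence; data normalized to uninhibited and no-enzyme controls.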
AMA1-RON2 inh: qHTS for Inhibitors of AMA1-RON; Towards Development of Antimalarial Drug Lead: Primary Screen. 360,000 tested, 0.2% active. AlphaScreen AMA1-biotinylated RON2 peptide binding. Potency, µM (doses to about 58.2 µM), for inactives: at the highest dose activity change, negative = inhibition, usual class: inhibitors. Plasmodium falciparum AMA1 (3D7) - RON2 peptide interaction. AID 720542, 2013;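 also: potency is read from the fitted curve at half-maximal effect; 0% = vehicle wells and -100% = peptide control; nearly all actives have a fitted effect of over 45% in size; some results filed as inactive show a strong effect at the top dose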
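AMA1 (3D7) with his tag at 25 nM final met compounds first, then biotinylated RON2 peptide at 25 nM; detection used donor plus acceptor beads, 10 µg/mL apiece, read by AlphaScreen after 30 min at room temperature.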
Tb PYK inh: qHTS of Trypanosoma Brucei Inhibitors; pyruvate kinase (Trypanosoma brucei), Q57TT1; TbPYK enzyme, Kinase-Glo Plus ATP luminescence, 45 min; Potency, µM (highest dose often 76.8 µM), for inactives: at the highest dose activity, negative = inhibition, usual class: inhibitors; 410,000 tested, 0.12% active; also: potency is read from the fitted curve at half-maximal effect; nearly all actives have a fitted effect of over 50% in size
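Readout: single end-point luminescence (Kinase-Glo Plus, 10 min). Reaction conditions were TbPYK/substrate plus 130 uM ADP, 45 min at RT, pH 7.2 TEA buffer. No-enzyme wells served as controls, and data were normalized before concentration-response fitting.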
Numbers without * were called inactive; ? = inconclusive; . = not tested or not shown; [ ] = dose if it differs, or a comment. Unless noted, calls follow the shape of the dose curve; as a rule, active = well fitted curve in the direction sought with a large enough effect; inconclusive = small, poorly fitted or top-dose-only effect, or another doubt; inactive = no such curve, though single readings can be large; an effect the other way counts as inactive or inconclusive. Unless noted, % is scaled to controls: 0 for no effect and ±100 for the full control effect.

SMILES | AmpC no deterg | AmpC detergent | HCMV antiviral | Sm TGR inh | LmPK inhibitor | AMA1-RON2 inh | Tb PYK inh
OCCNc1nc(Nc2ccccc2)nc(Nc2ccccc2)n1 | -26.0% | -1.8% | -21.7 | 0.5% | -0.3% | -1.5% | -13.6%
COc1ccc(-c2csc3ncn(-c4ccc(C)cc4)c(=O)c23)cc1OC | 116.7%[activator] | 2.0% | 108.7 | . | 0.6% | 2.4% | 0.2%
COc1ccc2c(c1)CCC(C)N2S(=O)(=O)c1ccc(C2CNC(=O)C2)cc1 (stereo unspecified) | 126.0%[activator] | 8.6% | -17.3 | -15.8% | 0.8% | 9.9% | -16.4%
Cc1ccnc(SCc2cn3c(C)cccc3n2)n1 | -8.5% | 0.2% | -24.3 | 1.6% | -6.6% | -7.2% | -8.3%
CN(CCc1ccccc1)C(=O)c1[nH]c(C(F)(F)F)nc1-c1ccccc1 | . | . | -10.7 | . | . | -16.2% | 1.2%
O=C(Cn1nnc(-c2ccccc2)n1)N/N=C/c1ccc(-c2ccc(Cl)cc2)o1 | -20.0% | ? | -37.8 | 0.9% | 2.6% | 18.0% | 1.7%
CC1CCCCN1C(=O)COC(=O)c1ccc2c(c1)C(=O)N(Cc1ccco1)C2=O (stereo unspecified) | 11.4% | -6.5% | -9.6 | -35.5% | . | -4.3%[11.6 µM] | -9.7%
C/C(Cc1ccccc1)=N\NC(=O)CNC(=O)Cc1ccccc1 | -5.6% | -7.0% | -3.1 | 7.7% | 7.4% | 33.7%[activator] | 0.2%
CC(=O)Nc1ccc(C(=O)OCC(=O)N2CCCC2)cc1 | -1.4% | ? | -18.1 | -0.5% | 2.8% | -15.4% | -1.7%
COC(=O)c1sccc1NC(=O)CSCCc1ccccn1 | -6.9% | 1.5% | -16.9 | -2.6% | 1.0% | -0.9% | -9.8%
O=C(c1ccc(Cl)c(Cl)c1)N1CCC(=O)N([C@H](COCc2ccccc2)Cc2ccccc2)CC1 | . | . | 11.3 | . | . | 7.4% | -11.1%
COc1ccc(C2CC(c3ccccc3)=NN2C(=O)COC(=O)c2nc3nc(C)cc(C)n3n2)cc1 (stereo unspecified) | 254.0%[activator] | -9.6% | 12.8 | 4.2% | -6.4% | -0.3% | 1.2%
CCc1nc2ccc(C(=O)NCc3ccc(C)o3)cc2nc1CC | 1.7% | -1.0% | -17.7 | ? | 6.4% | -5.1% | 2.6%
CN(C)c1ccc(-c2ccnc3c2CC(C)(C(=O)NCC2CCOCC2)O3)cc1 (stereo unspecified) | . | . | -1.5 | . | . | -0.1% | 5.6%
Cc1ccc(NNC(=O)c2cc(C(C)(C)C)nn2Cc2ccccc2)cc1 | -43.0% | 19.6% | -17.0 | 44.7µM* | 3.7% | ? | 3.8%
Cc1cccc(CC(c2cccc(C)c2)N(C)C)c1 (stereo unspecified) | . | . | ? | . | . | 10.0% | 4.4%
O=C(O)CCCC(=O)N1CCN(c2cccc(Cl)c2)CC1 | -25.8% | 2.2% | -12.1 | 4.0% | 0.2% | -1.0% | 3.3%
Cc1oc(C(C)(C)C)cc1C(=O)N1CCN(C(c2ccccc2)c2ccccc2)CC1 | 91.4%[activator] | -7.8% | ? | -28.7% | 5.8% | -16.8% | -6.5%
O=S(=O)(Cc1ccc(Cl)cc1)N1CCCCCC1 | -17.5% | 2.2% | -8.4 | -12.2% | -9.6% | 1.9% | 4.2%
COc1cccc(-c2nc(CS(=O)(=O)CC(=O)NC3CC3)c(C)o2)c1 | -5.3% | -3.5% | 6.9 | ? | -10.5% | 1.8% | 1.2%
COc1ccc2nc(SCC(C)=O)c(C#N)cc2c1 | -11.6% | 7.2% | 27.3 | 6.9% | -4.7% | -9.3% | 0.1%
OC(c1ccccc1)(c1ccccc1)C1CCN(CCCOc2cccc(OC(F)(F)F)c2)CC1 | . | . | -31.0 | . | . | -12.9% | -3.2%
COCCN(C(=O)Cc1cccs1)c1nnc(-c2cccnc2)s1 | -15.2% | -9.4% | 35.2 | -0.9% | -7.2% | 16.4% | -11.6%
CC(=O)N1CCc2cc(CNS(=O)(=O)c3ccc(F)cc3)ccc21 | . | 13.6% | -12.8 | 3.0% | . | . | 5.5%
CCOC(=O)CSc1cc(C(F)(F)F)nc(-c2ccccn2)n1 | -4.4% | -7.4% | 10.0 | -27.7% | 1.8% | 9.3% | 3.0%

Gathered by group: the compounds so far with fluorine.
SMILES | AmpC no deterg | AmpC detergent | HCMV antiviral | Sm TGR inh | LmPK inhibitor | AMA1-RON2 inh | Tb PYK inh
CN(CCc1ccccc1)C(=O)c1[nH]c(C(F)(F)F)nc1-c1ccccc1 | . | . | -10.7 | . | . | -16.2% | 1.2%
OC(c1ccccc1)(c1ccccc1)C1CCN(CCCOc2cccc(OC(F)(F)F)c2)CC1 | . | . | -31.0 | . | . | -12.9% | -3.2%
CC(=O)N1CCc2cc(CNS(=O)(=O)c3ccc(F)cc3)ccc21 | . | 13.6% | -12.8 | 3.0% | . | . | 5.5%
CCOC(=O)CSc1cc(C(F)(F)F)nc(-c2ccccn2)n1 | -4.4% | -7.4% | 10.0 | -27.7% | 1.8% | 9.3% | 3.0%

Next part.
SMILES | AmpC no deterg | AmpC detergent | HCMV antiviral | Sm TGR inh | LmPK inhibitor | AMA1-RON2 inh | Tb PYK inh
Cc1cccc(-n2ncc3c2CCCC3NC(=O)C2(C(N)=O)CC2)c1C (stereo unspecified) | -0.2% | 2.0% | -39.9 | 7.7% | 1.1% | 0.0% | 2.3%
Cc1ccc(S(=O)(=O)c2cn(Cc3ccccc3Cl)c3ccc(F)cc3c2=O)cc1 | . | 7.3% | 0.5 | 0.2% | . | . | 3.1%
COc1cc(CCC(=O)OCC(=O)Nc2cccc(S(=O)(=O)N(C)C)c2)cc(OC)c1OC | -4.4% | -3.4% | 8.6 | -2.2% | -1.3% | -5.4% | -9.4%
S=c1nccc(-c2ccc(Cl)cc2)[nH]1 | -17.3% | 2.9% | ? | 9.1% | -3.1% | 92.5%[activator] | -11.0%
CCOC(=O)c1ccc(NC(=O)CCS(=O)(=O)c2ccc3c(c2)oc(=O)n3C)cc1 | . | 22.8% | 0.8 | 8.5% | . | . | 3.1%
O=C(NC1c2ccccc2-c2ccccc21)N1CCCCC1 | -4.1% | -13.2% | -19.3 | -6.5% | -2.0% | 2.4% | 8.0%
CCOc1ccc(CN2C(=O)c3ccccc3C2C(=O)NCCc2ccc(OC)c(OC)c2)cc1 (stereo unspecified) | . | 5.4% | -33.9 | -3.5% | . | . | 2.6%
COc1ccc2oc(C(=O)OCc3nnc(-c4ccccc4)o3)c(C)c2c1 | -17.2% | ? | -9.0 | 1.9% | . | -22.9% | 4.0%
CC(=O)N1CCN(Cc2nc3cc(NC(=O)NC4CCCCC4)ccc3n2C)CC1 | -3.7% | -5.8% | -8.8 | 15.6% | -1.1% | 14.1% | 4.2%
COc1ccc(/C=C2/SC(=S)N(CCCC(=O)Nc3cccc(O)c3)C2=O)cc1 | -42.5% | -5.3% | -97.1* | -8.4% | 4.9% | -16.4% | 0.0%
C[C@@H]1CN([C@H](C)CO)C(=O)CCCn2nncc2CO[C@H]1CN(C)Cc1ccc(Cl)c(Cl)c1 | . | . | 6.9 | . | . | -5.7% | 4.9%
CC(NC(=O)CSc1n[nH]c(-c2ccccc2Cl)n1)c1nc2ccccc2[nH]1 (stereo unspecified) | . | 20.4% | 17.7 | 4.6% | . | . | -3.5%
Cc1ccnc(NC(=O)CCC(=O)N(CC(=O)NC2CCCCC2)C2CCCC2)c1 | -1.0% | 1.7% | 10.7 | -0.8% | 1.6% | -5.6% | 7.8%
C=C(C)COc1ccc2c(C)c(C)c(=O)oc2c1OCC(=C)C | -10.5% | ? | ? | 2.7% | -1.9% | -0.7% | 5.8%
Nc1nc(CSc2nc3ccccc3s2)nc(N2CCCCC2)n1 | -1.5% | -12.7% | -22.4 | 0.8% | 1.9% | 0.6% | -3.0%
CC(C)Sc1nc2ccccc2n1CC(=O)O | -10.4% | 1.3% | 1.1 | 0.0% | 4.2% | 10.4% | 1.9%
c1ccc(CNc2ncnc3c2cnn3-c2ccccc2)cc1 | -15.9% | ? | 9.3 | -18.6% | 7.2% | -0.5% | -9.2%
CC(C)(C)c1ccc(C2Sc3ccccc3NC3=C2C(=O)c2ccccc23)cc1 (stereo unspecified) | . | 12.6% | -104.0* | -3.3% | . | . | -5.7%
Cc1ccc2[nH]c(CNC(=O)c3ccc(F)cc3)cc2c1 | -29.2% | -2.8% | 70.8 | 0.8% | 6.8% | 4.7% | 10.9%
CCOc1ccc(N2C(=O)CC(NCCNc3ccc([N+](=O)[O-])cn3)C2=O)cc1 (stereo unspecified) | 5.0% | -6.0% | 54.0 | 7.08µM* | -1.8% | 16.1% | -0.8%
COc1ccc(C(=O)Nc2ccc(-c3nnc4n3CCCCC4)cc2)cc1OC | . | 6.6% | -18.0 | 0.7% | . | . | -4.0%
Cc1cc(C)n2nc(S(=O)(=O)NC(C)(C)C)nc2n1 | 4.4% | 0.4% | -30.0 | 6.9% | 6.9%[11.5 µM] | 22.4% | -1.6%
O=C(C(NS(=O)(=O)c1cccc2nsnc12)c1ccccc1)N1CCN(c2ccccc2)CC1 (stereo unspecified) | -1.4% | 5.4% | -21.3 | -11.6% | 3.7% | -1.7% | -4.1%
Cc1cc2cc(CN(Cc3cccs3)C(=S)NCC3CCCO3)c(=O)[nH]c2cc1C (stereo unspecified) | -2.4% | -8.2% | ? | -2.9% | 0.5% | -6.8% | -5.6%
CC1(C)C2(C#N)C(=O)NC(=O)C12C#N (stereo unspecified) | . | . | 1.5 | . | . | -10.4% | -4.2%
OC1(C(F)(F)F)CC(c2ccc3ccccc3c2)=NO1 (stereo unspecified) | -50.2% | 1.5% | -9.3 | -30.4% | 1.8% | 9.2% | 0.4%

Taken from above:
AMA1-RON2 inh, `O=C(NC1c2ccccc2-c2ccccc21)N1CCCCC1` is entered as 2.4%
AMA1-RON2 inh, `COc1ccc2oc(C(=O)OCc3nnc(-c4ccccc4)o3)c(C)c2c1` is entered as -22.9%
